Screening data deposited in PubChem by Emory University Molecular Libraries Screening Center.
EP2 mod: EP2 receptor (human) modulation; P43116; EP2-expressing cells, cAMP HTRF FRET, PGE2 co-stimulation; induction, % at 25 µM; 0.83% of 260,000 active; AID 940;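 active = compounds whose cAMP rise, as percent of the full-agonist control response, exceeds 60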;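 note: rat C6 glioma line stably carrying human EP2 under a CMV promoter; the protocol text gives 20 µM as final concentration; 100% = response of wells given 1 µM PGE2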
Target sequence (P43116 whole entry, looked up): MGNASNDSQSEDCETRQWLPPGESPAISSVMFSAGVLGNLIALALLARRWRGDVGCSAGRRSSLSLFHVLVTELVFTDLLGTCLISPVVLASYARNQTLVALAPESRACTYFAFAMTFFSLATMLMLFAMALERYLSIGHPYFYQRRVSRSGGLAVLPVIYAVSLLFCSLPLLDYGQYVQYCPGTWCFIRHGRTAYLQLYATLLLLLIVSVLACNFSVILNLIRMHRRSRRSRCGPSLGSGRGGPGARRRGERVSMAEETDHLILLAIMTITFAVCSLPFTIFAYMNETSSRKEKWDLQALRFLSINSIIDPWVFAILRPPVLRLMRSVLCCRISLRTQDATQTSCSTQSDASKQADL
The depositor's hits bear a star.

item	SMILES	EP2 mod
1	CC(C)[C@@H](Cn1nc(-c2cccs2)ccc1=O)NC(=O)Cn1nnc2ccccc21	-15
2	Cc1ccc2cc3c(nc2c1)OCC(=O)N(Cc1cccnc1)C3	-23
3	COc1cccc(CCNC(=O)Cn2nc(C)n3c(cc4sccc43)c2=O)c1	-28
4	CC[C@H](Cn1ncc2ccccc2c1=O)NC(=O)Cc1n[nH]c(=O)c2ccccc12	-24
5	O=C(NCCc1nc(-c2cccnc2)n[nH]1)C1CC1	2
6	CC1CCN(C(=O)Cn2ncn3c(cc4ccsc43)c2=O)CC1	-2
7	Cc1nc2c(-c3cccs3)c(C)[nH]n2c(=O)c1C	18
8	OC1(c2ccc(F)cc2)CCN(Cc2ccc(OCCN3CCOCC3)cc2)CC1	-32
9	COC(=O)[C@H]1CCc2ccccc2N1C(=O)C1CC1	-5
10	COc1ccc([C@@H]2C[C@H](C(=O)NC(C)(C)C)N(C)S(=O)(=O)N2)cc1OC	-13
11	CCc1cc(NCCO)n2nc3nc(C)cc(C)c3c2n1	-19
12	Cc1nn(CC(=O)NCCCn2ccnc2)c(=O)c2cc3sccc3n12	-14
13	O=C(C1CCCCC1)N1CCC(Cn2nc(-c3ccco3)ccc2=O)CC1	-27
14	COc1ccc(-c2ccc(=O)n(CC3CCN(C(=O)C(C)C)CC3)n2)cc1	-13
15	COc1cccc(CN2CCN(C(=O)c3cnn(C(C)C)c3)[C@@H](C)C2)c1	-44
16	Cc1ncc(-c2ccncc2)c(C2CCN(C(=O)c3ccccn3)CC2)n1	9
17	COc1ccc(C2(NC(=O)c3snnc3C)CCCCC2)cc1	-9
18	O=C(C1CCCO1)N1CCCC(n2nc(-c3cccs3)ccc2=O)C1 (configuration not stated)	-10
19	O=C(CCc1ccccc1)N1CCC(n2nnc3cccnc32)CC1	-55
20	O=C(c1cccs1)N1CCC[C@H]1Cn1nc(-c2ccc(F)cc2)ccc1=O	-24

Remaining list, next part
item	SMILES	EP2 mod
21	CC(C)(C)C1=NN(CC(=O)NCc2ccco2)C(=O)c2cc3ccccc3n2C1	-19
22	COc1ccc([C@@H]2C[C@H](C(=O)NCc3ccc4c(c3)OCO4)N(C)S(=O)(=O)N2)cc1	-19
23	Cc1nn(CC(=O)N(C)CCCc2ccco2)c(=O)c2cc3sccc3n12	-5
24	Cc1cc(-c2cncnc2C2CCN(C(=O)Cn3nnc4ccccc43)CC2)on1	11
25	O=C(O)Cn1cc(CN2CCc3c(nc(N4CCCCC4)[nH]c3=O)C2)c2ccccc21	10
26	CCCc1nc(C(N)=O)c2[nH]c(=O)n(-c3cccc(OC)c3)c2n1	14
27	O=c1ccc(-c2ccc3c(c2)OCCO3)nn1C[C@@H]1CCCN1	-31
28	Cc1[nH]n2c(=O)cc(C(C)C)nc2c1-c1cccs1	15
29	CCc1nn(CC(=O)NCc2cccs2)c(=O)c2cc3oc(C)cc3n12	-24
30	Cc1ccc2nc3c(cc2c1)CN(Cc1ccc(F)cc1)C(=O)CO3	-41
31	O=C(CN1CCC(O)(c2ccccn2)CC1)Nc1ccccc1N1CCOCC1	-13
32	O=c1[nH]c(N2CCOCC2)nc2c1CCN(Cc1ccc(N3CCCC3)cc1)C2	-7
33	CC1CN(c2nc3c(c(=O)[nH]2)CCN(C2CCCCC2)C3)CC(C)O1 (configuration not stated)	-6
34	COc1ccc2c(c1)cc(C)c1nn(CCN3CCCCC3)c(=O)n12	6
35	Cn1ccnc1C1(O)CCN(C(=O)CCc2ccccc2)CC1	6
36	COC(=O)Cn1nc2c(C)cc3ccc(OC)cc3n2c1=O	-1
37	Cc1cc2c(o1)c1cnn(CC(=O)NCc3cccs3)c(=O)c1n2C	-45
38	CCc1nn(CC(=O)NCc2ccc(C)o2)c(=O)c2cc3ccsc3n12	-28
39	O=C(c1ccc(OC2CSC2)cc1)N1CCc2c(nc[nH]c2=O)C1	-18
40	CCN(CC)C(=O)CN1N=C(c2ccccc2)Cn2c(cc3sccc32)C1=O	1

Molecules listed so far that contain an aryl methoxy group, in the order listed:
item	SMILES	EP2 mod
3	COc1cccc(CCNC(=O)Cn2nc(C)n3c(cc4sccc43)c2=O)c1	-28
10	COc1ccc([C@@H]2C[C@H](C(=O)NC(C)(C)C)N(C)S(=O)(=O)N2)cc1OC	-13
14	COc1ccc(-c2ccc(=O)n(CC3CCN(C(=O)C(C)C)CC3)n2)cc1	-13
15	COc1cccc(CN2CCN(C(=O)c3cnn(C(C)C)c3)[C@@H](C)C2)c1	-44
17	COc1ccc(C2(NC(=O)c3snnc3C)CCCCC2)cc1	-9
22	COc1ccc([C@@H]2C[C@H](C(=O)NCc3ccc4c(c3)OCO4)N(C)S(=O)(=O)N2)cc1	-19
26	CCCc1nc(C(N)=O)c2[nH]c(=O)n(-c3cccc(OC)c3)c2n1	14
34	COc1ccc2c(c1)cc(C)c1nn(CCN3CCCCC3)c(=O)n12	6
36	COC(=O)Cn1nc2c(C)cc3ccc(OC)cc3n2c1=O	-1

Later entries.
item	SMILES	EP2 mod
41	CCc1nn(CC(=O)NCCc2c[nH]c3ccc(OC)cc23)c(=O)c2cc3ccsc3n12	-42
42	CC1CN(C(C)C)CCC1CCc1ccc(NC(=O)c2ccn[nH]2)cc1 (configuration not stated)	-4
43	COc1cc(C(=O)N2C3CCC2CC(O)(c2nccn2C)C3)cc(OC)c1OC (configuration not stated)	-25
44	Cc1nonc1CC(=O)N1CCC(n2nnc(-c3ccccc3)n2)CC1	-48
45	CCOCCCNc1c(C(C)=O)nnn1-c1ccc(F)cc1	-7
46	CC1CCN(c2nc3c(c(=O)[nH]2)CCN(Cc2ccc(Cl)cc2)C3)CC1	3
47	COc1ccc([C@@H]2C[C@H](C(=O)NC3CCCC3)N(C)S(=O)(=O)N2)cc1OC	-27
48	CCc1nn(CC(=O)NCC2CC2)c(=O)c2cc3sc(C)cc3n12	1
49	Cc1nc2sc3c(c2c2nn(CC(=O)N4CCNC(=O)C4(C)C)c(=O)n12)CCC(C)C3 (configuration not stated)	-23
50	COC(=O)[C@H]1CCc2ccccc2N1C(=O)c1cccc(F)c1	17
51	Cc1nn(CC(=O)N2CCCC2c2nc3ccccc3[nH]2)c(=O)c2ccccc12 (configuration not stated)	-1
52	Cc1cc(-c2cncnc2C2CCCN(C(=O)C(C)c3ccccc3)C2)on1 (configuration not stated)	-10
53	Cc1nn(CC(=O)NCc2ccc(F)cc2)c(=O)c2cc3ccsc3n12	-14
54	c1ccc(CN2CCCC(c3nc(-c4cccnc4)n[nH]3)C2)cc1 (configuration not stated)	-14
55	CCCCc1nc(Cl)c(CN2CCc3c(nc(N4CCCC4)[nH]c3=O)C2)[nH]1	12
56	O=C(c1nccs1)C1CCN(C(=O)Cc2ccccc2Cl)CC1	-32
57	Cc1ncc(-c2ccncc2)c(C2CCCN(C(=O)Cc3ccccc3F)C2)n1 (configuration not stated)	-10
58	COc1cccc([C@@H]2C[C@H](C(=O)N3CCCC3)N(C)S(=O)(=O)N2)c1	-5
59	COc1ccc2c(c1)C(=O)NC2CC(=O)NC1(c2ccc(F)cc2)CCCC1 (configuration not stated)	-36
60	Cc1cc(-c2cnc(C)nc2C2CCCN(CC(=O)Nc3ccc4c(c3)OCO4)C2)on1 (configuration not stated)	-17

Other structures.
item	SMILES	EP2 mod
61	COc1ccc(-c2ccc(=O)n(CC3CCN(C(=O)C4CCCO4)CC3)n2)cc1 (configuration not stated)	-14
62	C=CCn1c(N2CCC(C(=O)NCCc3ccccc3F)CC2)nc2ccccc21	-42
63	CCn1c2ccccc2n2c(=O)n(CC(=O)NC3CCCCC3)nc12	-4
64	Cc1cc(-c2cnc(C)nc2C2CCCN(C(=O)Cc3ccccc3F)C2)on1 (configuration not stated)	-25
65	COc1ccc2cc(C(=O)N3CCn4c(nnc4C4CC4)C3)[nH]c2c1	-20
66	COCC(=O)N1CCC[C@H]1Cn1nc(-c2ccc(F)cc2)ccc1=O	-43
67	Cc1c(C(=O)N2CCN(Cc3ccccc3F)C[C@@H]2C(C)C)cnn1C	-15
68	COC(=O)[C@H]1CN(C(=O)c2n[nH]c3c2CCCC3)C[C@@H]1c1ccc(F)cc1	-12
69	Cc1cc(C)n(-c2ccc(C(=O)N3C4CCC3CC(c3ccc(F)cc3)C4)cc2)n1 (configuration not stated)	-86
70	CCOC(=O)CCc1c(C)nc2c(-c3ccc(C)cc3)c(C)[nH]n2c1=O	-15
71	Cc1nc(N2CCN(CC(=O)N3CCOCC3)CC2)[nH]c(=O)c1C	-14
72	COc1ccc2cc(C)c3nn(CN4CCCC4)c(=O)n3c2c1	-12
73	CCc1nn(CC(=O)N(C(C)C)C(C)C)c(=O)c2cc3ccsc3n12	-29
74	CCn1c2cc(C)oc2c2cnn(Cc3ccc(F)cc3)c(=O)c21	13
75	Cc1nn(CC(=O)NCc2cccs2)c(=O)c2cc3ccsc3n12	0
76	O=C(CN1N=C(c2ccccc2)Cn2c(cc3sccc32)C1=O)NCCc1ccccc1	-7
77	O=C(c1ccc(Cn2cc(Cl)cn2)o1)N1CCCCC1c1nc2ccccc2[nH]1 (configuration not stated)	-29
78	Cc1nn(C)cc1-c1nc2cnccn2c1NCc1ccccc1	-13
79	Cc1ncc(-c2ccncc2)c(C2CCCN(C(=O)c3ccncc3)C2)n1 (configuration not stated)	-47
80	Cc1cc2c(s1)c1cnn(CC(=O)N3C(C)CCCC3C)c(=O)c1n2C (configuration not stated)	-68

Molecules shown so far that have a tert-butyl group, in the order listed:
item	SMILES	EP2 mod
10	COc1ccc([C@@H]2C[C@H](C(=O)NC(C)(C)C)N(C)S(=O)(=O)N2)cc1OC	-13
21	CC(C)(C)C1=NN(CC(=O)NCc2ccco2)C(=O)c2cc3ccccc3n2C1	-19

Following part.
item	SMILES	EP2 mod
81	O=C(c1ccc2c(c1)OCCO2)N1CCc2c(nc(N3CCCC3)[nH]c2=O)C1	-16
82	Cc1cc(-c2cncnc2C2CCCN(CC(=O)N3CCCCC3)C2)on1 (configuration not stated)	-8
83	CCc1nn(CC(=O)NC2CCCCC2)c(=O)c2cc3ccsc3n12	-51
84	CC(C)[C@@H](Cn1nc(-c2ccc(F)c(F)c2)ccc1=O)NC(=O)c1nccc2ccccc12	-37
85	O=C(C1CCCO1)N1CCC(n2nc(-c3ccccc3)oc2=O)CC1 (configuration not stated)	2
86	O=C(Cc1ccsc1)N1CCC(n2nc(-c3ccco3)ccc2=O)CC1	-30
87	CCn1c2cc(C)sc2c2cnn(CCN3CCCC3)c(=O)c21	-32
88	COc1ccc(-c2c(C)nn3c(NCCO)cc(C)nc23)cc1	-31
89	CCc1nn(CC(=O)NCCCn2ccc(C)n2)c(=O)c2cc3ccsc3n12	-31
90	CCn1cc(C(=O)N2C[C@@H](C(=O)O)[C@H](c3ccc(OC)cc3)C2)c(C)n1	-6
91	O=C(Cc1n[nH]c(=O)c2ccccc12)N1CCCC(c2[nH]ncc2-c2ccncc2)C1 (configuration not stated)	5
92	COc1ccc([C@@H]2C[C@H](C(=O)Nc3cccnc3)N(C)S(=O)(=O)N2)cc1OC	11
93	Cc1nnsc1C(=O)N1C2CCC1CC(c1ccc(F)cc1)C2 (configuration not stated)	-43
94	CC1CCCCN1c1nc2c(c(=O)[nH]1)CCN(Cc1ccccc1O)C2 (configuration not stated)	-32
95	CC(C)(C)OC(=O)N1CCC[C@H]1C(=O)c1cccs1	-39
96	Cc1nn(Cc2ccccc2)c(C)c1C(=O)N1CCN(Cc2ccco2)C[C@@H]1C(C)C	-38
97	O=C(c1ccc(OC2CSC2)cc1)N1CCCCC1c1nc2ccccc2[nH]1 (configuration not stated)	-36
98	COc1ccc(-c2cc3nccc(C4CCCN(C(=O)OC(C)(C)C)C4)n3n2)cc1OC (configuration not stated)	56
99	Cc1cc(-c2cnc(C)nc2C2CCN(C(=O)c3cccnc3)CC2)on1	-3
100	CC1CCc2c(sc3ncn4c(=O)n(CC(=O)NC5CC5)nc4c23)C1 (configuration not stated)	-16

(list continues)
item	SMILES	EP2 mod
101	O=C(c1cccnc1)C1CCN(C(=O)C2CC(=O)N(c3ccc(F)cc3)C2)CC1 (configuration not stated)	-8
102	CC(C)[C@H]1CN(Cc2ccco2)CCN1Cc1nnnn1Cc1ccc2c(c1)OCO2	-42
103	CC[C@H](Cn1ncc2ccccc2c1=O)NC(=O)c1ccco1	-39
104	COc1cccc(CN2CCN(C(=O)Nc3ccc(F)cc3)[C@@H](C)C2)c1	-105
105	CC(C)CC(NC(=O)c1cccs1)c1nc2cccnc2n1C (configuration not stated)	-323
106	O=C(c1cnsc1)N1CCC(c2[nH]ncc2-c2ccncc2)CC1	1
107	O=c1[nH]c(N2CCN(Cc3ccncc3)CC2)nc2c1CCCC2	-5
108	COCCNc1c(-c2cnc(N(C)C)nc2)nc2cnccn12	-2
109	O=C(CN1CCC(c2ccc3c(c2)OCO3)CC1)Nc1ccccc1F	-92
110	COc1ccc(Cl)cc1NC(=O)CN1CCC(n2cnc3cccnc32)CC1	-42
111	Cc1cc(-c2cn[nH]c2C2CCCN(CC(=O)Nc3ccc4c(c3)OCO4)C2)on1 (configuration not stated)	-12
112	COc1ccccc1C1(NC(=O)c2ccc3c(c2)OCO3)CCCC1	-30
113	COc1cc(C(=O)N2CCc3[nH]nc(-c4ccccc4)c3C2)cc(OC)c1OC	-26
114	CC[C@H](Cn1nc(-c2ccc(F)c(F)c2)ccc1=O)NC(=O)Cc1ccccc1F	-12
115	CN1[C@@H](C(=O)NCC23CC4CC(CC(C4)C2)C3)C[C@@H](c2ccc(F)cc2)NS1(=O)=O	-36
116	CCc1nn(CC(=O)NC2CCCC2)c(=O)c2cc3ccsc3n12	-24
117	Cc1cc(-c2cncnc2C2CCN(C(=O)c3cnn(C(C)C)c3)CC2)on1	-4
118	Cc1cc(-c2cnc(C)nc2C2CCN(C(=O)Cc3ccc(F)cc3)CC2)on1	13
119	Cc1cc(-c2cnc(C)nc2C2CCCN(Cc3ccncc3)C2)on1 (configuration not stated)	-21
120	Cc1ccc(-c2c(C)nn3c(N4CCC(O)CC4)c4c(nc23)CCC4)cc1	0
121	C=CCn1c2cc(C)sc2c2cnn(CC(=O)OCC)c(=O)c21	-5
122	O=C(NCCc1nc(-c2ccncc2)n[nH]1)C1(c2ccccc2F)CCCC1	2

The list is partial. The share of hits here may be higher or lower than overall.
